mIAP activ: activators of mouse IAP, primary screen, biochemical, luminescence, uHTS | intestinal alkaline phosphatase [Mus musculus] | muIAP, CDP-Star luminescence, 30 min; active compounds read high; 1 = vehicle-only enzyme signal, 0 = enzyme-free wells | activation factor at 10 µM | hit rate 0.24% among 330,000;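 active means activation factor of at least 2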; further: the source names both 10 and 20 µM as test concentration; values of inactives mirror those of a sister screen read the other way
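Assay system: mouse IAP enzyme; reagent: chemiluminescent substrate CDP-Star; dosing: test compounds delivered from DMSO solution; schedule: 30 min at room temperature; measured by: luminescence from enzymatic CDP-Star hydrolysis; controls: DMSO-only wells and no-enzyme negative control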
A3G deaminase: APOBEC3G DNA deaminase inhibitors, primary screen, biochemical, fluorescence, single-stranded DNA substrate, uHTS; hit rate 0.28% among 330,000; inhibition, % at 20 µM; recombinant A3G, ssDNA deamination FAM/TAMRA fluorescence; AID 493012, 2011; DNA dC->dU-editing enzyme APOBEC-3G (Homo sapiens), Q9HC16;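 active means inhibition of at least 40% at 20 µM, with no more than 30% in the related APOBEC3A deaminase screen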;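 further: plate controls were DMSO wells with A3G for no effect and wells lacking A3G enzyme for full effect; some compounds called inactive have numbers as strong as hits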
Target sequence (Q9HC16 whole entry, looked up): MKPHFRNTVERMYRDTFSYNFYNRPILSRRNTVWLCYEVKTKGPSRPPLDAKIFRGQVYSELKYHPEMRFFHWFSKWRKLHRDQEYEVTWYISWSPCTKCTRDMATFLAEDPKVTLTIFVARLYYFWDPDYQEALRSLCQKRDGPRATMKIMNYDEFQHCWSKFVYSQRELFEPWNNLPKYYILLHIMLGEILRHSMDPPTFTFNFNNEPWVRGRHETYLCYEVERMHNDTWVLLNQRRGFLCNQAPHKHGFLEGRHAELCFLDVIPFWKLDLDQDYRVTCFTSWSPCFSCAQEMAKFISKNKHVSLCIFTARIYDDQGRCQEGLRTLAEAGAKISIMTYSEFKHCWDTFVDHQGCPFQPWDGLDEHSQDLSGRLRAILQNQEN
hIAP block: human IAP inhibitors, primary screen, biochemical, luminescence, uHTS; Intestinal-type alkaline phosphatase (Homo sapiens), P09923; purified IAP, CDP-Star luminescence, 30 min; inhibition, % at 10 µM; hit rate 0.12% among 330,000; AID 2544, 2010;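 active means inhibition reaching a set limit with compound at 10 µM in the primary screen, cut at about 35% in these data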;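 further: plate controls were DMSO wells with enzyme for no effect and no-enzyme buffer wells for full effect; values of inactives mirror those of a sister screen read the other way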
Target sequence (P09923 whole entry, looked up): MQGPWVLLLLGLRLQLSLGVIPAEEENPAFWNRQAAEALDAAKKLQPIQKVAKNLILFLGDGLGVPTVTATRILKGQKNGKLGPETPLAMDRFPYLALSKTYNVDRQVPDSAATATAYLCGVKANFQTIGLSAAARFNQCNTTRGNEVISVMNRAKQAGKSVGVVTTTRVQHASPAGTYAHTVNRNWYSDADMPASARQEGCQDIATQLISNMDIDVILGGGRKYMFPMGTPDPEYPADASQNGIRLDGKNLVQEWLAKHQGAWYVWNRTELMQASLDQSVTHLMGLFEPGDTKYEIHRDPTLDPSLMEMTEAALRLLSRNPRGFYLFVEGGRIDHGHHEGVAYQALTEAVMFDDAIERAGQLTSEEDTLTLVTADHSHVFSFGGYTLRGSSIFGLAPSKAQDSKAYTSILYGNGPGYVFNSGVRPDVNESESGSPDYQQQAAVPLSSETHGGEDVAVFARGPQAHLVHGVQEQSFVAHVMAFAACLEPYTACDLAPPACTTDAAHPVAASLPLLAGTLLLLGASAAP
NLRP3 yeast inh: NALP3 inflammasome inhibitors in reconstituted yeast, primary screen, luminescence, uHTS | Yeast reconstituted NLRP3/ASC/caspase-1, beta-gal luminescence, 24 h | inhibition, % at 10 µM | hit rate 0.39% among 330,000;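 active means inhibition of 50% or more; inactive means inhibition below 50%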;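 further: plate controls were induced DMSO wells for no effect and uninduced yeast grown without galactose for full effect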
SENP1 FRET inh: human SENP1 catalytic domain inhibitors, primary screen, biochemical, FRET, uHTS; recombinant SENP1 catalytic domain, CyPet-SUMO1-YPet FRET cleavage; hit rate 0.21% among 360,000; inhibition, % at 10 µM; Sentrin-specific protease 1 (Homo sapiens), Q9P0U3;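 active means inhibition at least 30% at 10 µM, raw YFP signal under a set limit, fluorescence ratio 0.5 to 1.5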;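 further: 0% = enzyme with DMSO and 100% = no enzyme wells; some results filed as inactive read as strong as hits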
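Controls: no-enzyme wells low, DMSO-plus-enzyme wells high control. Test system: human recombinant His6-tagged SENP1 catalytic domain enzyme. Reagent: SFCypet-SUMO1-SFYpet FRET protein substrate, 25 nM final. Doses: one dose per compound, 10 µM, 0.5% DMSO. Detection: FRET, CFP and YFP emission. Timing: 50 min reaction at room temperature.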
hIAP activ: human IAP activators, primary screen, biochemical, luminescence, uHTS; hit rate 0.16% among 330,000; activation factor at 10 µM; Intestinal-type alkaline phosphatase (Homo sapiens), P09923; purified human IAP, CDP-Star luminescence, 30 min; active compounds read high; 1 = vehicle-only enzyme, 0 = enzyme-free background; AID 2524, 2010;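 active means activation factor of the enzyme at least 2-fold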; further: the source names both 10 and 20 µM as test concentration; values of inactives mirror those of a sister screen read the other way
MIN6 prolif: inducers of MIN6 beta-cell proliferation, primary screen, ATP luminescence, uHTS | MIN6 cells proliferation, ATPlite luminescence, 48 h; cells starved in 0.2% serum; 100% = growth in 10% serum | proliferation, % at 10 µM | hit rate 0.29% among 330,000;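 active means compounds whose signal lies at least 3.5 SD above the mean of all wells on their plate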;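 further: 0% = DMSO-treated cells in low-serum medium and 100% = 10% serum control; some compounds called inactive have numbers as strong as hits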
A3A deaminase: APOBEC3A ssDNA deaminase inhibitors, primary screen, selectivity assay for APOBEC3G inhibitor project, biochemical, FAM/TAMRA oligo cleavage fluorescence; recombinant A3A, FAM/TAMRA ssDNA deamination fluorescence; inhibition, % at 20 µM; hit rate 0.41% among 330,000; AID 493011, 2011;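 active means at least 40% inhibition at 20 µM here, with at most 30% in a related deaminase screen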;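 further: plate controls were A3A with DMSO for no effect and wells lacking A3A enzyme for full effect; some results filed as inactive read as strong as hits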
Target sequence (P31941 whole entry, looked up): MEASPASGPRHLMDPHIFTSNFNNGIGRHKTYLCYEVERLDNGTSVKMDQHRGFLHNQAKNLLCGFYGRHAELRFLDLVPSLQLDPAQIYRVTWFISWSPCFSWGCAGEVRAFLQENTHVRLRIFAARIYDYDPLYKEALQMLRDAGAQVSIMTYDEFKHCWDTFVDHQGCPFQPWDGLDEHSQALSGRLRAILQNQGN
mIAP inh: inhibitors of mouse IAP, primary screen, biochemical, luminescence, uHTS; intestinal alkaline phosphatase [Mus musculus]; purified mouse IAP, CDP-Star luminescence, 30 min; inhibition, % at 10 µM; hit rate 0.2% among 330,000; AID 2806, 2010;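 active means inhibition of at least 40% at 10 µM in the primary screen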;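 further: plate controls were DMSO with enzyme for no effect and no enzyme wells for full effect; values of inactives mirror those of a sister screen read the other way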
An asterisk follows results filed as active; x = no result given. These rows are one share of the data, so the mix of outcomes need not match the whole.

Fields – hIAP activ	mIAP inh	MIN6 prolif	A3G deaminase	SENP1 FRET inh	NLRP3 yeast inh	hIAP block	mIAP activ	A3A deaminase
> C/C(=N\NC(=O)CCc1ccccc1)c1ccc(Br)cc1
 : 0.971	13.3	-1.9	-7.4	3.7	-17.2	2.9	0.867	-4.1
> O=C(CSc1nnnn1-c1ccc(O)cc1)Nc1ccc(N2CCOCC2)c(Cl)c1
 : 1.02	-10.9	0.3	1.6	-0.8	6.9	-2.5	1.11	7.6
> Cn1c(C(=O)N2CCC(C(=O)N3CCOCC3)CC2)cc2sccc21
 : 1.02	2.3	-1.9	-2.9	0.7	11.6	-2.1	0.977	-2.6
> Cc1cccc(NC(=S)NCc2cccn2C)c1
 : 1.06	-2.6	-2.5	-1.6	-2.1	6.6	-5.8	1.03	2.5
> Cc1ccc(C(=O)Nn2cnnc2)cc1[N+](=O)[O-]
 : 0.956	6.2	-0.1	-3.2	0.8	5.9	4.4	0.938	-2.3
> COc1ccccc1NC(=O)C(=O)NCC(c1ccco1)N1CCc2ccccc21 (configuration not stated)
 : 1.23	4.6	-2.6	-3.0	0.5	33.7	-23.0	0.954	-3.6
> O=C(O)c1nn(-c2ccc(Cl)cc2)ccc1=O
 : 0.844	-2.3	0.9	3.1	0.6	0.9	15.6	1.02	2.6
> CCN(CC)CCNC(=O)c1ccc(NC(=O)c2cc(-c3ccncc3)nc3ccccc23)cc1
 : 0.985	6.4	-5.5	-5.2	1.5	2.2	1.5	0.936	-2.9
> CC(=O)c1cccc(NC(=O)CN(c2ccccc2)S(C)(=O)=O)c1
 : 1.15	2.1	-1.4	-10.4	-0.5	12.6	-14.9	0.979	-8.5
> Nc1cc(-c2ccc(Cl)cc2)nn1S(=O)(=O)c1ccccc1
 : 0.971	9.7	2.8	-5.1	2.6	-1.5	2.9	0.903	-1.5
> O=C(NCC(=O)N1CCCCC1)c1ccc(Br)o1
 : 1.1	-0.6	3.5	3.7	-0.5	5.4	-10.0	1.01	1.4
> O=C(CSC1=Nc2ccccc2C2CC=NN12)Nc1ccc(F)cc1Cl (configuration not stated)
 : 0.772	-8.1	-2.9	-5.7	-6.4	30.4	22.8	1.08	3.4
> Cc1ccc(OC(=O)C2c3ccccc3Oc3ccccc32)cc1C
 : 0.876	8.6	-3.6	-5.2	1.5	-1.7	12.4	0.914	-3.3
> Cc1nn(-c2ccccc2)c2[nH]c(=O)cc(C(F)(F)F)c12
 : 1.04	7.3	0.0	-7.9	-0.5	8.1	-4.0	0.927	-1.3
> O=C(Cn1c(=O)c2cccn2c2ccccc21)Nc1ccc(F)cc1F
 : 1.1	-2.7	-0.6	3.1	-6.8	18.4	-9.7	1.03	1.6
> O=C(NCc1ccccc1)C1=C[C@@H](c2ccc(Br)cc2)C[C@@H](OCCCCO)O1
 : 0.908	9.3	-5.8	-3.6	-2.7	22.3	9.2	0.907	-1.7
> COc1ccc(CCN=C(N)Nc2nc(C)cc(C)n2)cc1
 : 1.21	5.6	0.1	-2.3	2.1	4.4	-21.4	0.944	4.6
> CC1CCCC(NC(=O)C2CCN(S(=O)(=O)N3CCCCCC3)CC2)C1C (configuration not stated)
 : 1.03	-8.8	0.1	-9.0	1.7	-0.1	-2.7	1.09	-6.9
> Cc1ccc(O)c(-c2cc(C(=O)Nc3ccc(S(=O)(=O)Nc4nccc(C)n4)cc3)[nH]n2)c1
 : 0.73	36.8	-3.5	-1.2	2.3	5.8	27.0	0.632	4.0
> CCCn1nnnc1-c1cccc(Cl)c1
 : 0.995	-2.5	-3.5	2.4	2.6	-26.9	0.5	1.02	2.9

Arranged by molecular weight (smallest number first): some entries from above.
Fields – hIAP activ	mIAP inh	MIN6 prolif	A3G deaminase	SENP1 FRET inh	NLRP3 yeast inh	hIAP block	mIAP activ	A3A deaminase
> Cc1ccc(C(=O)Nn2cnnc2)cc1[N+](=O)[O-]
 : 0.956	6.2	-0.1	-3.2	0.8	5.9	4.4	0.938	-2.3
> COc1ccc(CCN=C(N)Nc2nc(C)cc(C)n2)cc1
 : 1.21	5.6	0.1	-2.3	2.1	4.4	-21.4	0.944	4.6
> COc1ccccc1NC(=O)C(=O)NCC(c1ccco1)N1CCc2ccccc21 (configuration not stated)
 : 1.23	4.6	-2.6	-3.0	0.5	33.7	-23.0	0.954	-3.6

Returning to the listing with the five entries that preceded the break.
Fields – hIAP activ	mIAP inh	MIN6 prolif	A3G deaminase	SENP1 FRET inh	NLRP3 yeast inh	hIAP block	mIAP activ	A3A deaminase
> O=C(NCc1ccccc1)C1=C[C@@H](c2ccc(Br)cc2)C[C@@H](OCCCCO)O1
 : 0.908	9.3	-5.8	-3.6	-2.7	22.3	9.2	0.907	-1.7
> COc1ccc(CCN=C(N)Nc2nc(C)cc(C)n2)cc1
 : 1.21	5.6	0.1	-2.3	2.1	4.4	-21.4	0.944	4.6
> CC1CCCC(NC(=O)C2CCN(S(=O)(=O)N3CCCCCC3)CC2)C1C (configuration not stated)
 : 1.03	-8.8	0.1	-9.0	1.7	-0.1	-2.7	1.09	-6.9
> Cc1ccc(O)c(-c2cc(C(=O)Nc3ccc(S(=O)(=O)Nc4nccc(C)n4)cc3)[nH]n2)c1
 : 0.73	36.8	-3.5	-1.2	2.3	5.8	27.0	0.632	4.0
> CCCn1nnnc1-c1cccc(Cl)c1
 : 0.995	-2.5	-3.5	2.4	2.6	-26.9	0.5	1.02	2.9
> CCOC(=O)c1ccccc1NC(=O)COC(=O)C1CC(=O)N(CCc2ccccc2)C1 (configuration not stated)
 : 0.975	2.8	-2.3	-4.8	1.6	9.3	2.5	0.972	1.9
> CC(C)CC1NC(=O)c2cc(Cl)ccc2-n2c1nc1ccccc1c2=O (configuration not stated)
 : 0.847	-8.4	-1.7	-9.7	x	4.1	15.3	1.08	-1.4
> CCc1ccc(-c2cc(C)no2)cc1S(=O)(=O)N1CCN(c2ccccc2F)CC1
 : 0.898	8.1	-4.7	-4.7	-0.5	20.8	10.2	0.919	-2.9
> COc1ccccc1NC(=O)c1sc(Cl)nc1C
 : 1.01	3.0	-2.5	-5.7	-0.5	5.7	-0.6	0.97	-1.7
> O=C1C2C3C=CC(C4CC34)C2C(=O)N1c1ccc2c(c1)OCO2 (configuration not stated)
 : 1.01	3.2	-1.4	-3.8	0.7	8.7	-0.9	0.968	-1.1
> CCn1c(SCc2ccc(C(=O)Nc3nccs3)cc2)nnc1-c1ccc(NC(C)=O)cc1
 : 1.19	-9.7	1.3	1.9	1.8	-3.4	-19.1	1.1	2.7
> Cc1nc2ccc(C(=O)N3CCN(c4ccccc4)CC3)cc2s1
 : 0.92	9.7	1.4	0.7	0.5	9.4	8.0	0.903	5.5
> c1cc2c(cc1CNc1ccc(N3CCOCC3)cc1)OCO2
 : 0.929	16.8	-3.9	-9.6	-0.6	16.3	7.1	0.832	-2.5
> O=C(C1Cc2ccccc2CN1C(=O)c1ccccc1)N1CCN(c2ccccc2)CC1 (configuration not stated)
 : 1.1	4.3	-2.1	0.6	3.4	-3.0	-10.0	0.957	17.5
> CC1C(=O)N2CCCc3cc(NC(=O)CC(C)(C)C)cc1c32 (configuration not stated)
 : 1.26	3.1	-0.5	-7.1	0.8	1.2	-25.6	0.969	-3.6
> C/C(=N/OC(=O)c1ccc(Cl)cc1Cl)c1oc(C)nc1C
 : 1.08	-2.0	-2.9	1.9	0.6	21.0	-8.3	1.02	1.4
> O=C(CSc1ncn[nH]1)N(C1CCCCC1)C1CCCCC1
 : 1.05	0.6	1.0	-6.2	1.2	-5.0	-5.2	0.994	-2.2
> COc1ccc(NC(=O)N2CCN(S(=O)(=O)c3ccc(F)cc3)CC2)c(OC)c1
 : 1.11	-5.6	1.0	-1.6	0.5	19.1	-10.8	1.06	2.7
> COc1ccc(OC)c(S(=O)(=O)N2CCc3ccccc3C2)c1
 : 0.897	2.7	-3.7	6.7	1.3	17.2	10.3	0.973	-1.3
> CCOc1ccc(C(=O)CN2CCN(S(=O)(=O)c3ccc(F)cc3)CC2)cc1
 : 1.01	-3.7	0.8	-5.5	0.8	22.9	-0.8	1.04	-2.7
> CCCCn1c(NCc2ccccc2O)nc2ccccc21
 : 0.871	-30.0	-1.3	0.2	-0.4	8.4	12.9	1.3	-0.5
> COc1ccccc1-c1sc2cc3c(cc2c1-c1ccc(OCCN2CCCCC2)cc1)OCO3
 : 0.737	4.2	-5.7	-1.1	-1.8	64.1*	26.3	0.958	5.3
> COc1ccc(CCNC2=NCCS2)cc1
 : 0.812	6.2	-0.3	-6.2	1.6	-7.7	18.8	0.938	-3.6
> CC(C)(C)NC(=O)CSc1nc2ccccc2c(=O)[nH]1
 : 1.2	-1.5	-0.6	-7.1	2.0	-0.1	-20.4	1.01	-3.7
> O=C(CSc1nncc2ccccc12)Nc1ccc(F)cc1
 : 0.973	-4.6	0.9	-3.4	1.0	39.8	2.7	1.05	-2.7
> CCOC(=O)c1oc2ccccc2c1NC(=O)CN1CCOCC1
 : 0.939	0.9	0.1	-5.8	-0.5	12.4	6.1	0.991	1.5
> COC(=O)CCC(=O)OC1(C)C(=O)C=C2C=C(C3CC3)N(C(CO)CO)C=C2C1=O (configuration not stated)
 : 0.975	-5.0	-1.6	-5.2	-31.9	6.9	2.5	1.05	-0.3
> CC(C)c1ccc(S(=O)(=O)N2CCN(C(=O)c3ccco3)CC2)cc1
 : 1.1	-4.8	-2.0	-2.4	-0.1	-2.3	-10.5	1.05	-3.6
> CCOC(=O)c1sc2ncc([N+](=O)[O-])cc2c1N
 : 0.875	1.5	1.6	-10.4	0.7	36.0	12.5	0.985	-3.2
> CCOCCCNC(=O)CN1C(=O)c2ccccc2Sc2ncccc21
 : 1.3	2.3	-4.0	-2.5	0.8	3.5	-30.4	0.977	-0.6
> CC(OC(=O)c1cc2sccc2n1C)C(=O)NCCc1ccccc1 (configuration not stated)
 : 1.18	-12.1	-4.0	6.3	-0.2	25.7	-18.4	1.12	3.6
> Fc1cc(F)cc(NC(=S)Nc2ccccc2N2CCOCC2)c1
 : 0.843	-5.0	-2.1	1.1	1.9	11.3	15.7	1.05	12.5
> CC1(C)[C@H]2CC=C(CN3CCC(N4CCC(C(=O)N5CCCC5)CC4)CC3)[C@@H]1C2
 : 1.12	-4.9	-3.0	3.1	-0.6	19.1	-12.1	1.05	6.1
> COc1ccccc1N1CCN(C(=O)c2ccc3c(=O)n(Cc4ccc5c(c4)OCO5)c(=O)[nH]c3c2)CC1
 : 1.03	-7.8	-1.8	2.0	1.7	11.7	-3.5	1.08	-1.2
